GLP1R ag: activates the human GLP-1 receptor | P43220 | HEK293 GLP-1R CRE-luciferase, luminescence, 4-6 h; cells express a hypersensitive GLP-1R form | Potency, µM (top dose mostly 45.6 µM), without a hit: top-dose activation, hits mostly activators | 380,000 tested, 0.007% active; further: potency means the concentration at half of the fitted maximal effect; % of control where 0% means no effect
Target sequence (P43220 whole entry, looked up): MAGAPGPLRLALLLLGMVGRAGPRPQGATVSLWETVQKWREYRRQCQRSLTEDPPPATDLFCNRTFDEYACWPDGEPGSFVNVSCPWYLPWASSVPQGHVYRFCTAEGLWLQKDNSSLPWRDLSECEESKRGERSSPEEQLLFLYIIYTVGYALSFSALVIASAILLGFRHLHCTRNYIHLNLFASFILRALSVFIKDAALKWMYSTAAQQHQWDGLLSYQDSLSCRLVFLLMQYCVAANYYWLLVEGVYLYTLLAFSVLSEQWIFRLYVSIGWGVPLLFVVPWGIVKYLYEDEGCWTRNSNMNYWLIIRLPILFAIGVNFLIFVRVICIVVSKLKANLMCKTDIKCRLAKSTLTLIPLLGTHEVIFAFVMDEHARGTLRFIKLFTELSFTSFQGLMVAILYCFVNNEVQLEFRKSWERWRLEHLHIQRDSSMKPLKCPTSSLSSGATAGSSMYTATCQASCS
pAkt inh: inhibitors of Akt phosphorylation; activity change, % for hits at 50 µM; 360,000 tested, 0.32% active; Neuro2A IGF-stimulated pAkt S473 HTRF, 20 min; stronger effect = lower value; AID 651550; in the data active means activity change below about -80%; inconclusive means mostly about -51% to -80%; further: on the % scale 0 is the no-effect control and ±100 the full control effect
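Neuro2A cells (4,500/well, DMEM with 0.5% FBS) were treated with compound at a single 50 µM final concentration, stimulated with 6 nM IGF for 20 min at 37 °C, and lysed. Phospho-Akt Ser473 was read by HTRF as 665/615 ratio ×10^4.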
TDP-43 yeast inh: TDP-43 toxicity inhibition in yeast. TDP-43 expressing yeast growth rescue, BacTiter-Glo, 24 h. Potency, µM (doses to about 46.1 µM), for inactives: at the top dose growth rescue (activation), most hits filed as activators. 410,000 tested, 1.8% active. AID 652104; further: potency means the concentration at half of the fitted maximal effect; % of control where 0% means no effect; nearly all actives have a fitted effect of over 50% in size
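Galactose-induced TDP-43 yeast, OD600=0.02, compound pinned; 24 hr, 30 deg C; BacTiter-Glo luminescence for growth. Inhibitors of TDP-43 toxicity read as activators.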
Abeta rescue: restores growth of yeast expressing A-beta42 peptide | yeast expressing A-beta42, growth rescue, OD600, 48 h; response scale: 0% DMSO, 100% iron-clioquinol control | Potency, µM (top dose mostly 46.1 µM), for the others: at the top dose growth rescue, most hits filed as activators | 410,000 tested, 0.063% active | AID 1347071; further: potency means the concentration at half of the fitted maximal effect; nearly all actives have a fitted effect of over 55% in size
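Growth rescue measured by 600 nm absorbance after 48 h yeast culture at 30 C with compound. Values normalized between DMSO and an equimolar ferric chloride plus clioquinol control.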
aSyn yeast inh: inhibitors of alpha-synuclein toxicity in yeast | Potency, µM (series often up to 46.1 µM), for inactives: top-dose growth rescue (activation), actives largely listed as activators | Yeast expressing alpha-synuclein, growth rescue, BacTiter-Glo, 24 h | AID 652106 | 370,000 tested, 0.14% active; further: potency means the concentration at half of the fitted maximal effect; % of control where 0% means no effect; nearly all actives have a fitted effect of over 65% in size
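Readout is rescue of growth in alpha-synuclein-expressing yeast, so inhibitors of toxicity appear as activators. Growth after 24 hr at 30 deg C in galactose medium is quantified by luminescence.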
GLP1R inv ag: GLP-1 receptor (human) inverse agonism. P43220. HEK293 GLP-1R CRE-luciferase, luminescence, 24 h; GLP-1R form is constitutively active. Potency, µM (doses to about 38.3 µM), for inactives: top-dose activity change, negative = inhibition, most hits filed as inhibitors. 410,000 tested, 1.6% active. AID 624417; further: potency means the concentration at half of the fitted maximal effect; on the % scale 0 is the no-effect control and ±100 the full control effect; nearly all actives have a fitted effect of over 55% in size
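Stable HEK293 clone (constitutively active GLP-1R + cAMP-response luciferase); 200 cells/uL plated, 12 h pre-culture, compound 24 hr, 37 deg C/5% CO2; detection reagent 12 min RT; luminescence.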
D3 antag: antagonists of human D3 dopamine receptor. AID 652054. D3R cells, DiscoveRx beta-arrestin luminescence, antagonist mode; stronger effect = lower value. max response, negative = inhibition, %. 360,000 tested, 2.5% active; in the data active means max response below about -50%; inconclusive means no clear call, values can overlap the other calls; further: on the % scale 0 is the no-effect control and ±100 the full control effect; mostly tested at two doses, the higher about 12 µM
Target sequence (P35462 whole entry, looked up): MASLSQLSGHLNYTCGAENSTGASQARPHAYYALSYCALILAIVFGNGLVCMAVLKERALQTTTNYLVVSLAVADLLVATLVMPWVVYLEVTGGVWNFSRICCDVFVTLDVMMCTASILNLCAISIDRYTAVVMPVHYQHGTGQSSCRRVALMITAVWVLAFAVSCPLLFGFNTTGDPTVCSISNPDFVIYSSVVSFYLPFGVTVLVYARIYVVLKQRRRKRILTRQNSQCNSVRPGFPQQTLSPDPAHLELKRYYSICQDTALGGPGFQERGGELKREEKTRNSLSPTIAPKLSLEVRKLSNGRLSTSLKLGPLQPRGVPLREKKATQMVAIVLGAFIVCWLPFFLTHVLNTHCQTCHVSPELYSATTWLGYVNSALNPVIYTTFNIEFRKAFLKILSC
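Cells plated overnight at 1500 cells/well, then exposed to library compounds with dopamine controls for 90 minutes at 37 degrees C. DiscoveRx reagent added for 30–60 minutes at room temperature; luminescence read, quantitative HTS format.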
PTHR1 agonist: agonists of human PTHR1 parathyroid hormone receptor; Q03431; HEK293 GP2 PTHR1 cells, GloSensor cAMP luminescence, 1 h; Potency, µM (doses to about 115 µM), for inactives: at the highest dose activation, usual class: activators; 410,000 tested, 0.075% active; AID 743266; further: potency means the concentration at half of the fitted maximal effect; nearly all actives have a fitted effect of over 55% in size; some results filed as inactive show a strong effect at the top dose; inactives centre near -15; many of its hits are not listed in these tables
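HEK-293-derived GP2 cells expressing PTHR1 and a GloSensor cAMP reporter, 3,000/well, plated overnight, given luciferin plus IBMX (each 0.5 mM as added) for 1 h at 37 °C, then compound for 1 h at 37 °C. Luminescence was read after 15 min at room temperature.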
FUS suppressor: suppressors of FUS proteinopathy in yeast; S. cerevisiae FUS-expressing, growth rescue, OD600, 24 h; Potency, µM (doses to about 76.6 µM), for inactives: at the top dose growth rescue (activation), usual class: activators; 390,000 tested, 0.24% active; AID 1347120;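 further: potency means the concentration at half of the fitted maximal effect; plate controls were DMSO vehicle for no effect and reference control for full effect; nearly all actives have a fitted effect of over 55% in size; some results filed as inactive show a strong effect at the top dose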
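Yeast expressing FUS under galactose induction, OD 0.005 in 2% galactose medium; compounds in a dilution series, 24 h at 30C. Growth rescue by absorbance at 600 nm; CP55940 positive control, DMSO negative.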
An asterisk follows results filed as active; i = inactive; ? = inconclusive; . = not tested or not shown; [ ] = another dose, or the depositor's remark. Unless noted, the call rests on the fitted dose curve; in most records, active means well fitted curve in the direction sought with a large enough effect; inconclusive means small, poorly fitted or top-dose-only effect, or another doubt; inactive means no such curve, though single readings can be large; an effect the other way counts as inactive or inconclusive. This is a subset (hit frequency here may not be typical).

Every second line gives: GLP1R ag, pAkt inh, TDP-43 yeast inh, Abeta rescue, aSyn yeast inh, GLP1R inv ag, D3 antag, PTHR1 agonist, FUS suppressor
CSc1ccc(CN2C(=O)NC3(CCCCCCC3)C2=O)cc1
    18%, i, 3%, 12%, 15%, -26%, -8, -38%[inhibitor], 12%
Cn1nc(NC(=O)CC23CC4CC(CC(C4)C2)C3)c2c(F)cccc21
    -3%, i, 22%, 9%, 8%, 18%, 0, -17%, -21%
Cc1ccc(N2C(=O)c3ccc(C(=O)Nc4cccnc4)cc3C2=O)c(C)c1
    -10%, i, -5%, 4%, 1%, -5%, ?, -66%[inhibitor][57.5 µM], 8%
CC1(C)CC(NC(=O)CC(c2ccccc2)c2ccccc2)CC(C)(C)N1
    -11%, i, -17%, 1%, 6%, ?, -1, i, -9%
N#CC1(Cc2ccc([N+](=O)[O-])cc2)c2ccccc2C=CN1C(=O)c1ccccc1 (stereo unspecified)
    -30%, i, -6%, 1%, 0%, 5%, -1, -33%[inhibitor][57.5 µM], -18%
CCOc1ccc(N2CC(C(=O)N3CCCC3)CC2=O)cc1 (stereo unspecified)
    8%, i, -9%, 3%, -8%, 9%, 0, i, 11%
N=c1sccn1CC(=O)Nc1ccc(S(=O)(=O)N2CCOCC2)cc1
    -8%, i, -5%, 15%, 1%, -1%, 17, i, 36%
CC(=O)c1cn(CC(=O)Nc2c(C)cccc2C)c2ccccc12
    -5%, i, -1%, -12%, 0%, -26%, 9, -15%[57.5 µM], 5%
COc1cccc(-c2ccc(SCC(=O)N3CCOCC3)nn2)c1
    4%, i, 6%, -13%, -4%, 9%, -4, i, 7%
COc1ccc(-c2nc3c4ccccc4ccn3c2CN2CCCCC2)cc1
    10%, i, 22%, 1%, -4%, ?, -23, -8%, ?
COc1ccc(-c2noc(CN3CCN(c4ccccc4OC)CC3)n2)cc1OC
    0%, ., ?, -1%, ., 9%, ., -10%, 4%
COCOc1ccc(-c2cc(=O)c3c(OCOC)cc(OCOC)cc3o2)cc1
    29%, i, 17%, -32%[inhibitor], 0%, 18%, 19, -17%, -7%
S=c1[nH]nc(-c2cccc(Cl)c2)n1/N=C/c1ccco1
    6%, i, 25%, -6%, -2%, 7%, -12, i, 28%
O=C(Nc1ccc(N2CCOCC2)cc1)c1c(F)cccc1Cl
    8%, i, ?, 1%, 3%, 39%[activator], 14, i, 6%
O=C(CCC1CCCN(C(=O)c2cc3ccccc3o2)C1)NCc1ccc(F)c(F)c1 (stereo unspecified)
    -1%, i, 0%, 12%, 7%, ?, 9, -46%[inhibitor], 16%
COc1ccc(N=C(N)N=C(N)N)c(OC)c1
    2%, i, -20%, -6%, -2%, 16%, 4, -8%, .
C=CCn1c(C)cc(C2=NNC(=NC(C)(C)C)SC2)c1C
    -15%, i, 6%, 9%, 2%, ?, -3, -28%, ?
O=C(OCC(=O)N1CCN(c2ccccc2)CC1)C1CCCN1S(=O)(=O)c1ccc(Cl)cc1 (stereo unspecified)
    2%, i, 11%, 0%, 15%, -10%, 7, -31%, 26%
O=C(COC(=O)c1cc(Br)ccc1O)NNC(=O)c1cccs1
    6%, i, -8%, -14%, -8%, 0%, -22, 20%, .
O=C1CCSC2=C1SCc1sccc12
    3%, i, ?, -6%, 6%, 13%, 6, i, -2%
CCc1ccccc1NC(=O)CCC(=O)c1cccs1
    -1%, i, -13%, -2%, 4%, 3%, 1, -21%, 33%
Cc1ccc(-c2cc3ncc4c(n3n2)-c2cc(C)ccc2OC4)cc1
    -1%, ., 9%, -8%, ., 12%, ., -65%[inhibitor], 41%
Cc1ccc(CN(C)C(=O)COC(=O)CSc2ccc([N+](=O)[O-])cc2)cc1
    -11%, i, 12%, -13%, -12%, -5%, 3, -9%, 11%
CC(Sc1ccc(S(=O)(=O)N2CCN(C)CC2)cn1)C(=O)NC1CCCCC1 (stereo unspecified)
    0%, i, 0%, 2%, -7%, 10%, -20, i, -21%
Fc1ccc(C2=Nn3c(Cc4ccccc4F)nnc3SC2)cc1
    10%, i, -2%, -6%, -6%, 6%, -11, -7%[57.5 µM], 7%
CN(C)c1ccnc2sc(C(=O)c3ccccc3)c(N)c12
    15%, i, 6.3µM*, -20%, 25µM*, -27%, -5, -18%, 29%
CC(=O)c1cccc(NC(=O)c2ccc(S(=O)(=O)N3CCCCC3)cc2)c1
    10%, i, ?, -1%, 0%, -20%, 2, -25%, 11%
O=C(O)c1cc([N+](=O)[O-])ccc1Oc1ccccc1
    -7%, i, 26%, 3%, 1%, 12%, 15, i, .
CCNS(=O)(=O)c1ccc(NC(=O)Nc2ccccc2OC)cc1
    8%, i, 0%, -8%, 3%, ?, 2, -3%, -4%
CC(=O)NC1=NN(C(C)=O)C(C)(CCS(=O)(=O)c2ccc(Cl)c(Cl)c2)S1 (stereo unspecified)
    0%, i, -16%, -9%, 2%, 12%, 10, i, 2%

The closing 2 entries of the section above are carried over, then new ones follow:
Every second line gives: GLP1R ag, pAkt inh, TDP-43 yeast inh, Abeta rescue, aSyn yeast inh, GLP1R inv ag, D3 antag, PTHR1 agonist, FUS suppressor
CCNS(=O)(=O)c1ccc(NC(=O)Nc2ccccc2OC)cc1
    8%, i, 0%, -8%, 3%, ?, 2, -3%, -4%
CC(=O)NC1=NN(C(C)=O)C(C)(CCS(=O)(=O)c2ccc(Cl)c(Cl)c2)S1 (stereo unspecified)
    0%, i, -16%, -9%, 2%, 12%, 10, i, 2%
COc1ccc2[nH]cc(CCNC(=O)Cc3ccc(Cl)cc3)c2c1
    18%, i, 3%, -1%, 5%, ?, 3, -6%, ?
Cc1ccc(S(=O)(=O)C(CNS(=O)(=O)c2ccc(F)c(C(F)(F)F)c2)c2ccco2)cc1 (stereo unspecified)
    ., ., 4µM*, -4%, ., -27%, ., -25%, 31%
Cc1ccc2c(c1)c(=O)c1ccccc1n2CCCC(=O)Nc1ccc(Cl)c(Cl)c1
    ., ., 7%, -4%, ., 1%, ., i, 7%
O=C(Nc1ccc(S(=O)(=O)N2CCOCC2)cc1)c1cccc([N+](=O)[O-])c1
    13%, i, -19%, 3%, 0%, 1%, 0, i, 11%
CC(OC(=O)c1ccc(NC(=O)CC#N)cc1)C(=O)NC(c1ccccc1)c1ccccc1 (stereo unspecified)
    -17%, i, 21%, 1%, 0%, -15%, 10, i, 32%
COc1cc(C(=S)N2CCN(c3cccc(Cl)c3)CC2)ccc1O
    20%, i, -19%[0.397 µM], 9%, -7%, ?, 0, i, 22%
CC1(C)NC(=O)N(CC(O)COc2ccc(N3C(=O)c4ccccc4C3=O)cc2)C1=O (stereo unspecified)
    4%, i, 2%, -7%, 5%, 2%, 24, -8%[57.5 µM], 15%
C[C@H]1CN([C@@H](C)CO)C(=O)CCCn2nncc2CO[C@@H]1CN(C)C(=O)NC1CCCCC1
    -1%, i, 11%, 6%, -11%, -7%, 10, -24%, -24%
Cc1ccccc1NC(=O)c1cccc(S(=O)(=O)N2CCCCC2)c1
    8%, i, 7%, -1%, 5%, ?, 3, i, -14%
CCCCc1nnc(NC(=O)C=C(C)C)s1
    -4%, i, 12%, 4%, -7%, 33%[activator], -19, i, 6%
Cc1ccnc(SCc2cc(=O)c(OC(=O)c3ccc(Cl)c([N+](=O)[O-])c3)co2)n1
    5%, i, -51%[inhibitor], -10%, ?, -3%, 7, -12%, 10%
CC1(C)C[C@H]2C3=CCC4[C@@]5(C)CC[C@H](O)[C@](C)(CO)C5CC[C@@]4(C)[C@]3(C)C[C@@H](O)[C@@]2(CO)[C@@H](O)[C@@H]1O (stereo partly specified)
    4%, i, 9%, 8%, 0%, 3%, -4, -44%[inhibitor], 11%
COc1ccc(/C(O)=C2/C(=O)C(=O)N(CCN(C)C)C2c2ccccn2)cc1OC (stereo unspecified)
    -8%, i, 3%, 5%, 3%, 6%, -4, i, 6%
Cn1cc(Br)c(-c2cccc(N3C(=O)CC(C)(C)CC3=O)c2)n1
    6%, i, 16%, 2%, 8%, 16%, -8, -19%, 15%
Cc1nn(-c2ccccc2)nc1C(=O)Nc1ccc2c(c1)OCCO2
    2%, i, ?, -3%, 6%, -5%, 25, -3%, 33%
Cc1c(N2C(=O)c3cccc4cccc(c34)C2=O)c(=O)n(-c2ccccc2)n1C
    7%, i, 6%, -14%, 1%, -3%, -9, i, -5%
O=C1c2ccccc2C(=O)c2[nH]cnc21
    -11%, i, 23%, -1%, 5%, 9%, -2, -9%, -35%
CCc1ccc(N2CC(C(=O)Nc3ccc4c(c3)OCCO4)CC2=O)cc1 (stereo unspecified)
    8%, i, -8%, -4%, -2%, ?, 9, -2%, ?
Cc1nc2nc(-c3cccnc3)[nH]n2c(=O)c1C
    1%, i, -10%, -4%, -6%, 11%, -3, ?, 9%
CCOC(=O)C1=C(COC(=O)/C=C/c2ccc(OC)c(OC)c2)NC(=O)NC1C (stereo unspecified)
    32%, i, 11%, -6%, -3%, 90%[activator], 25, -49%[inhibitor], 10%
Cn1c(SCC(=O)Nc2ccc(N3CCOCC3)cc2)nnc1C(F)(F)F
    -4%, i, 15%, -3%, 0%, 3%, 8, -95%[inhibitor], -16%
O=C1NCCn2nc3ccccc3c21
    -2%, i, -5%, -17%, -8%, 14%, -9, i, -4%
Cc1ccc(OCC(=O)NC2CCCc3ccccc32)c(C)c1 (stereo unspecified)
    16%, i, ?, 9%, 2%, ?, 2, -19%, 17%
CCOc1ccccc1N
    -2%, i, 16%, -8%, 0%, -4%, 2, i, -41%
Cc1ccc(S(=O)(=O)N2CCN(c3ncnc4scc(-c5ccccc5)c34)CC2)cc1
    12%, i, 16%, -5%, 9%, 6%, -4, i, .
COCCOC(=O)C1=C(C)NC2=C(C(=O)CC(C)(C)C2)C1c1ccc(N(C)C)cc1 (stereo unspecified)
    -4%, i, -11%, 12%, -4%, 2%, 11, -27%[57.5 µM], 9%
